# Screening data deposited in PubChem by several laboratories.
# S1P2 antag: human S1P2 receptor antagonists, primary screen, cell-based; Sphingosine 1-phosphate receptor 2 (Homo sapiens), O95136; actives 0.21% (n = 97,000); inhibition, % at 5 µM; cell-based S1P2 antagonist assay, inhibition at 5 uM; in the data active = inhibition above about 45%;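 also: CRE beta-lactamase reporter cells expressing human S1P2 stimulated with S1P; 0% = agonist at EC80 alone and 100% = agonist plus reference antagonist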
# PostGolgi yeast: phenotypic screen on post-Golgi transport, primary screen | post-Golgi transport phenotypic cell assay | inhibition, % at 10 µM | actives 0.9% (n = 98,000);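 also: yeast cells grown in 1536-well plates; yeast grown about 18 h at 30C before absorbance read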
# Mac1 fbg inh: inhibitors of CD11b/CD18 adhesion to fibrinogen, primary screen, K562 cells, luminescence; Integrin beta-2 (Homo sapiens) + Integrin alpha-M (Homo sapiens), P05107+P11215; ATPlite luminescence; Mn2+ added to activate the integrin; inhibition, % at 10 µM; actives 0.54% (n = 93,000); AID 1497, 2009;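 active = primary inhibition of 50% or more at 10 µM, then 40% or more on retest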; also: some results filed as inactive read as strong as hits
# PostGolgi ctrl: growth inhibition of yeast control strain, primary screen, counter-screen for post-Golgi transport modulator project. efflux-deficient yeast background strain, growth absorbance A615, 16 h. inhibition, % at 10 µM. actives 5% (n = 98,000). AID 738, 2007
# S1P2 agonist: S1P2 receptor agonists, primary screen, cell-based. AID 729, 2007. activation, % at 4.5 µM. S1P2-expressing cell line, agonist reporter read-out. actives 0.46% (n = 97,000); in the data active = activation above about 16%;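 also: 0% = vehicle low control and 100% = maximal reference agonist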
# sEH inh: soluble epoxide hydrolase inhibitors, primary screen, biochemical, human sEH; Bifunctional epoxide hydrolase 2 (Homo sapiens), P34913; recombinant human sEH enzymatic activity assay; inhibition, % at 2 µM; actives 0.34% (n = 91,000); in the data active = inhibition above about 80%; also: values of inactives mirror those of a sister screen read the other way; many of its hits are not listed in these tables
# Target sequence (P34913 whole entry, looked up): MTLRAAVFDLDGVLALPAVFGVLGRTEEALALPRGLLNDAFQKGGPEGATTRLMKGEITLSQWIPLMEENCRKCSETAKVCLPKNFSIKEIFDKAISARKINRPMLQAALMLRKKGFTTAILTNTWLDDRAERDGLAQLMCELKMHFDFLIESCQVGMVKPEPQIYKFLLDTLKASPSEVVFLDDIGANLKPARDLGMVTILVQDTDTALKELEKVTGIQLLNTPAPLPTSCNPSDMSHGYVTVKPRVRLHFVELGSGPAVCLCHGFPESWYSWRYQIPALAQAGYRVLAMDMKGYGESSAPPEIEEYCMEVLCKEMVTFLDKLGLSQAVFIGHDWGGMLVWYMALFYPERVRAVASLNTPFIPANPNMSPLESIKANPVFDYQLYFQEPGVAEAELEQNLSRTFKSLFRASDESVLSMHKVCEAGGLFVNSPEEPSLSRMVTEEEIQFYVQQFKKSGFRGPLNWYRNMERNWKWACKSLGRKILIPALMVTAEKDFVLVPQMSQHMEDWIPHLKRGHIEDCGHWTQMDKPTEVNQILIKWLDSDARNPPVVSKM
# E coli WT exp: growth inhibitors of wild-type E. coli, primary screen, strain BW25113, expanded library, OD600; OD600 absorbance; growth inhibition, % at 100 µM; actives 0.15% (n = 98,000); AID 710, 2007;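 active = growth inhibition above about 50% at one test dose, limit read from the data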;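 also: growth measured after 20 h incubation at 37 °C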
# sEH activator: soluble epoxide hydrolase activators, primary screen, biochemical, human sEH. Bifunctional epoxide hydrolase 2 (Homo sapiens), P34913. purified human sEH enzymatic activity, activator screen. activation, % at 2 µM. actives 0.04% (n = 91,000); in the data active = activation above about 37%; also: values of inactives mirror those of a sister screen read the other way
# PLAP activator: PLAP enzyme activators, biochemical, luminescence, HTS | activation fold at 20 µM | actives 1.2% (n = 96,000) | purified PLAP enzyme, luminescent substrate read-out; active compounds read high; in the data active = activation fold above about 2
# Target sequence (P05187 whole entry, looked up): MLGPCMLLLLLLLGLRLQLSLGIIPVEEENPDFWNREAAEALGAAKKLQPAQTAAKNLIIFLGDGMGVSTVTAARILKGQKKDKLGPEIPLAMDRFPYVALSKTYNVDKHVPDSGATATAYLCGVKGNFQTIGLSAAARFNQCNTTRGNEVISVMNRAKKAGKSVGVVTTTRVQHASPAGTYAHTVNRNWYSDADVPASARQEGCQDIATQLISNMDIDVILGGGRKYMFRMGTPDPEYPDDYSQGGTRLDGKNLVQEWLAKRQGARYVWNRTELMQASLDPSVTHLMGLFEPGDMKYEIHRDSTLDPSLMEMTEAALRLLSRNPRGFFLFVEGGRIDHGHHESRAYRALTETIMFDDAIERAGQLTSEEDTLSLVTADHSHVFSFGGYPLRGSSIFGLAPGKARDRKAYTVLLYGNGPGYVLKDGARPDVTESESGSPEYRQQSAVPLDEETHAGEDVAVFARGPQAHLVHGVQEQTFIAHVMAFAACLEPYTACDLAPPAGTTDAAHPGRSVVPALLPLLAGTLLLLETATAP
# Numbers without * were called inactive; . = no result given. Rule as the data show it, unless noted: active = inhibition above about 30%; inactive = the rest. Outcome played no part in choosing rows; overall some 7.1% were active at least once.
canonical_smiles	S1P2 antag	PostGolgi yeast	Mac1 fbg inh	PostGolgi ctrl	S1P2 agonist	sEH inh	E coli WT exp	sEH activator	PLAP activator
Cn1c(=O)c2c(SCC(=O)N3CCCc4ccccc43)nc(CC(C)(C)C)nc2n(C)c1=O	-3	6	.	29	-3	-10	2	7	.
O=C1CSC(=NC2CCCCC2)N1	10	21	8	12	-3	2	7	0	1
CCC(C)NC(=O)c1ccccc1NC(=O)COc1ccc(OC)cc1 (stereo not drawn)	-15	6	-1	2	-2	6	2	-7	0.7
N#Cc1nc(-c2ccccc2F)oc1NCc1cccc2c1OCO2	0	-3	1	34*	-1	-20	-5	19	0.9
Cc1occc1C(=O)N/N=C/c1cccnc1	12	-4	.	2	-4	3	1	-5	0.9
N#CC(c1ccc(Cl)cc1)c1ccc(Cl)nn1 (stereo not drawn)	-3	-1	4	21	-5	4	4	-6	0.9
O=C(CCSCCC(=O)NCc1ccccc1)NCc1ccccc1	5	-1	2	3	-4	21	0	-22	0.9
O=[N+]([O-])c1cc(-c2cnc3ccccc3n2)ccc1Oc1ccc(Br)cc1	-1	-5	.	10	-2	-5	-18	8	1
COc1ccc(NC(=O)CSc2nccn2-c2ccccc2)c(OC)c1	.	-8	.	8	.	.	3	.	1.2
N#Cc1ccc(CSc2nnc(-c3cccnc3)n2-c2ccccc2)cc1	.	0	-2	-2	.	.	3	.	0.8
O=C(C1CCN(C2CC(=O)N(c3cccc(Cl)c3)C2=O)CC1)N1CCCCCC1 (stereo not drawn)	4	-2	-7	1	-7	16	6	-12	1.4
C=CCNS(=O)(=O)c1ccc(OC)c(C)c1	12	8	9	0	-4	-6	4	6	1.1
CCOc1ccc(C(=S)N2CCCC2)cc1	2	0	-7	-1	-4	7	9	-8	0.9
O=C1c2ccccc2C(Nc2ccc(Cl)cn2)N1c1ccccn1 (stereo not drawn)	4	4	.	16	-6	2	11	-2	.
Cc1cc(OCC(=O)O/N=C(\N)Cc2cccs2)ccc1Br	-13	-2	-7	2	-4	4	9	-2	0.9
CC(C)C(NC(=O)C1CCCCC1)C(=O)Nc1ccccn1 (stereo not drawn)	22	13	38	3	-4	.	4	.	0.9
CCN(CC)CCOC(=O)c1c(C)oc2ccc(OC)cc12	19	-2	0	10	-5	-19	4	19	1.4
C=C(C)CSc1nc(N)c2c3c(sc2n1)CCC3	-4	-6	12	7	-8	-2	-4	4	0.8
O=C(CN(C1CCCCC1)S(=O)(=O)c1ccc(Cl)cc1)NCc1ccncc1	0	1	-4	0	-3	.	0	.	1.2
Cc1cc(Nc2ccccc2)n(CCO)n1	15	-4	4	7	-5	-3	3	3	1

# Next section:
canonical_smiles	S1P2 antag	PostGolgi yeast	Mac1 fbg inh	PostGolgi ctrl	S1P2 agonist	sEH inh	E coli WT exp	sEH activator	PLAP activator
O=C(NC1CCCC1)c1ccc(COCC(F)(F)C(F)F)o1	-3	-1	0	2	0	1	1	4	0.8
COc1ccccc1S(=O)(=O)Cc1ccc(C(=O)NCCN(C)C)o1	-11	.	.	.	1	-1	.	0	.
COc1ccc(NC(=O)c2ccc(-n3cccn3)nc2)cc1	3	-9	.	-10	-8	0	-21	3	0.9
O=C(COC(=O)c1cccc2ccccc12)Nc1ncc(C(F)(F)F)cc1Cl	-6	0	-47	13	-2	30	-2	-31	1.3
O=C(Nc1ccccc1)N(CCCN1CCOCC1)Cc1cccs1	14	2	-11	6	-3	0	6	-2	1.2
COC(=O)CC1SC(=O)NC1=Nc1ccc(C)cc1 (stereo not drawn)	.	11	-28	3	.	.	0	.	1.1
Fc1cc(F)c(F)c(SCCc2ccncc2)c1F	-11	5	-8	10	-3	10	3	-9	1
CC1(C)CC(=O)C2=C(C1)N(c1ccc(F)cc1)C(=O)CC2c1ccsc1 (stereo not drawn)	1	-2	-1	3	1	.	6	.	0.9
CCC1(CC)C(=O)C(C)(C)C(=O)OC1c1cccs1 (stereo not drawn)	-15	-1	-15	11	-1	5	8	-2	1
O=c1c(Cc2ccc(F)cc2)c(O)ccn1C1CC1	13	29	26	-1	-5	2	0	0	1.2
N=c1c2c(n(Cc3cccc(Cl)c3)c3c1CCC3)CCCC2	-7	.	.	.	-1	-6	.	10	.
FC(F)(F)c1cccc(NC(=S)NNC(=S)NCc2ccccc2)c1	13	-1	8	4	-6	20	0	-20	1.2
CCC(=O)NC(=S)Nc1ccc(S(=O)(=O)NC(C)C)cc1	0	0	4	11	-3	13	5	-11	0.9
CCOC(=O)C1CCN(S(=O)(=O)c2ccc(OCC)cc2)CC1	11	-5	10	5	-3	10	-15	-10	1
CCOC(=O)C1CCN(S(=O)(=O)Cc2ccc(Cl)cc2)CC1	-25	2	10	19	-3	0	-3	1	1
Cc1c(NC(=O)Nc2cccc(Cl)c2)c(=O)n(-c2ccccc2)n1C	.	-9	16	37*	.	.	-2	.	0.9
Cc1ccc(NS(=O)(=O)c2ccc(OCC(=O)Nc3cccc([N+](=O)[O-])c3)c(C)c2)cc1	11	-2	.	0	-2	24	-4	-23	0.8
CC(=O)Nc1sc2c(c1CN1CCN(c3ccc(F)cc3)CC1)CCCC2	10	3	-13	10	-11	10	-4	-7	0.9
CC12CC3CC(C)(C1)CC(CN)(C3)C2	1	-9	-16	-1	-7	-6	12	6	0.8
CCC(c1nnc(SCC(=O)Nc2nnc(-c3ccccc3)o2)o1)N(C)C (stereo not drawn)	1	-5	6	4	-7	3	-5	-1	1.3

# (more compounds)
canonical_smiles	S1P2 antag	PostGolgi yeast	Mac1 fbg inh	PostGolgi ctrl	S1P2 agonist	sEH inh	E coli WT exp	sEH activator	PLAP activator
CCc1c(C(=O)N2CCOCC2)csc1C	-7	12	-20	-4	1	-7	1	8	1
Cc1ccc(NC(=O)Nc2ccccc2C#N)c(Cl)c1	20	-4	.	4	-10	11	11	-7	0.8
Cc1cc(C(=O)NC(C)c2ccc3c(c2)OCO3)cs1 (stereo not drawn)	-3	-2	2	1	-5	2	8	2	0.9
COc1ccc(S(=O)(=O)N=C2C=C(C)C(=O)C(C)=C2)cc1	-19	3	89*	29	0	3	10	-4	1.1
CC(=O)Nc1ccccc1Sc1ccccc1	7	-4	-8	0	-5	-5	4	3	0.9
CCOC(=O)NCc1ccc2c(c1)OCO2	-31	-2	-2	14	-1	5	9	-5	0.7
O=C(c1ccc2c(c1)OCCO2)C1CCN(S(=O)(=O)c2cccc(F)c2)CC1	0	2	-3	19	-7	-2	-10	2	1.1
CCC(=O)N1CCc2cc(Br)cc(S(=O)(=O)NCCN3CCCCC3C)c21 (stereo not drawn)	.	-1	-15	1	.	.	6	.	1.3
Cn1ncc(N=Cc2ccccc2O)c1C(=O)N1CCOCC1	-17	0	-1	-9	-1	.	5	.	1.1
COCCN1C(=O)C(=O)/C(=C(/O)c2ccc(OC(C)C)cc2)C1c1cccnc1 (stereo not drawn)	7	7	.	1	-4	-9	-12	10	0.9
CC(=O)c1sc(NC(=O)c2ccc(C)cc2)nc1C	4	8	3	16	-6	6	-13	-3	1.2
O=C(NCc1ccncc1)/C(=N/O)c1ccccc1	12	10	-14	5	2	14	31	-14	1.1
CCc1nnc(NC(=O)NCN2C(=O)C3C4C=CC(C4)C3C2=O)s1 (stereo not drawn)	-7	-5	-24	29	-2	5	1	-7	1
CCOC(=O)C1=C(c2ccccc2)Nc2c(c(=O)n(C)c(=O)n2C)C1c1ccc(O)c(OC)c1 (stereo not drawn)	-5	0	-10	14	-5	13	-4	-13	1.5
COc1cccc(CC(=O)Nc2nccs2)c1	.	0	20	-3	.	.	17	.	0.9
CCOCCCNC(=O)c1[nH]c(C)c(C(C)=O)c1C	13	-2	.	7	-2	1	2	-2	0.8
CCCCC(=O)NN(C)c1nc(-c2ccccc2)nnc1C(F)(F)F	3	-4	4	6	-8	-4	-2	2	0.8
O=C(NCC(=O)N(c1cnc2ccccc2c1)C(C(=O)NC1CCCC1)c1ccncc1)c1ccco1 (stereo not drawn)	9	-1	.	2	-5	-8	1	9	.
CCOc1cc(NC(=O)c2ccco2)c(OCC)cc1NC(=O)CCC(=O)NCc1cccnc1	-2	-7	7	26	-2	.	3	.	1.6
COc1ccc(NC(=O)CCN2CCN(S(=O)(=O)c3ccc(Cl)cc3)CC2)cc1	-6	-6	2	-5	-4	-4	-5	1	1.5

# Grouped by structure: those above containing a nitro group on carbon (two)
canonical_smiles	S1P2 antag	PostGolgi yeast	Mac1 fbg inh	PostGolgi ctrl	S1P2 agonist	sEH inh	E coli WT exp	sEH activator	PLAP activator
O=[N+]([O-])c1cc(-c2cnc3ccccc3n2)ccc1Oc1ccc(Br)cc1	-1	-5	.	10	-2	-5	-18	8	1
Cc1ccc(NS(=O)(=O)c2ccc(OCC(=O)Nc3cccc([N+](=O)[O-])c3)c(C)c2)cc1	11	-2	.	0	-2	24	-4	-23	0.8

# More records follow:
canonical_smiles	S1P2 antag	PostGolgi yeast	Mac1 fbg inh	PostGolgi ctrl	S1P2 agonist	sEH inh	E coli WT exp	sEH activator	PLAP activator
CCOC(=O)C1=C(O)C(=O)N(c2ccc(S(N)(=O)=O)cc2)C1c1ccccc1 (stereo not drawn)	11	3	-7	7	-7	6	4	-9	1.2
Cc1ccc(C)c(NC(=O)C2CC(O)CN2C(=O)OC(C)(C)C)c1 (stereo not drawn)	20	-6	.	-4	-4	-18	-4	20	0.9
CCCCCCCCNC(=O)CCNC(=O)c1ccc(C(C)(C)C)cc1	26	17	33	14	-3	45	-9	-44	2*
O=C(COc1ccc([N+](=O)[O-])cc1)NN=C1CCCC1	19	0	.	6	-5	5	-2	-7	0.9
Cc1ccc(C)c(C(=O)CN2C3=NCCCN3c3ccccc32)c1	8	4	.	10	-3	-5	12	5	1
O=C(CN(CC1CCCO1)C(=O)CCC(=O)Nc1nccs1)NCc1ccc2c(c1)OCO2 (stereo not drawn)	13	1	-6	16	-3	4	4	-6	1.1
Cc1cc(NC(=O)CSc2nnc(-c3ccco3)n2Cc2ccco2)no1	.	0	-1	8	.	.	2	.	0.8
FC(F)Oc1ccc(/C=N/c2c(-c3ccc(OC(F)F)cc3)nc3n2CCS3)cc1	-10	.	.	.	-3	-11	.	12	.
Cc1cccc(CN(CC(=O)N/N=C/c2ccco2)S(=O)(=O)c2ccc(Cl)cc2)c1	-25	2	-9	0	0	-10	-3	9	1.4
COCCn1c(=N)c(C(=O)NCc2ccco2)cc2c(=O)n3ccccc3nc21	.	4	-16	5	.	.	3	.	1.4
O=C(c1ccco1)N1CCN(S(=O)(=O)c2cccc(C(F)(F)F)c2)CC1	9	1	-9	5	-1	.	-9	.	1.5
O=C(Nc1ccc2c(c1)C(=O)N(CC1CCCO1)C2=O)c1ccc(Cl)c(Cl)c1 (stereo not drawn)	1	-5	100	10	-6	58	-2	-57	1
O=C(N/N=C/C1CC=CCC1)c1ccccc1O (stereo not drawn)	-13	-1	-13	-4	-6	58	-4	-57	1
O=S(=O)([N-]c1nc2ccccc2nc1-[n+]1ccccc1)c1ccc(Cl)cc1	-13	5	.	9	-2	3	4	1	1.1
O=C1c2ccccc2C(O)(Cc2ccccc2)N1c1ccc2c(c1)OCO2 (stereo not drawn)	.	0	-25	4	.	.	1	.	1
COc1ccccc1NC(=O)C1=C(C)NC(=O)NC1c1ccccc1F (stereo not drawn)	.	4	-46	12	.	.	1	.	1.1
Oc1[nH]c2ccccc2c1C=Nc1ccc2c(c1)OCO2	.	-6	.	18	.	.	1	.	0.9
O=C(NC1CCCCC1)N(CCN1CCCC1)Cc1cc2cc3c(cc2[nH]c1=O)OCCO3	-6	12	-18	5	-6	8	3	-6	1.5
O=C(NCCCO)C12CC3CC(CC(C3)C1)C2	-6	.	.	.	-2	41	.	-41	.
CCOc1ccc(Oc2cc(NC(=O)c3ccco3)cc([N+](=O)[O-])c2)cc1	5	-1	-14	44*	-10	-12	-3	16	0.9
Nc1nc2ccc(C(=O)Nc3ccccc3)cc2s1	7	18	6	3	-6	-6	-21	4	0.9
O=C(CN1CCN(C(=O)c2ccco2)CC1)Nc1ccc2c(c1)OCO2	-1	.	.	.	-2	16	.	-11	.
